# Screening data deposited in PubChem BioAssay by several laboratories.
# VCAM1 TNFa inh: reduces TNF alpha induced VCAM1 expression in HUVEC; HUVEC TNFa-induced VCAM-1 immunofluorescence, high-content imaging; inhibition, % at 2 µM; hit rate 0.48% among 95,000; AID 802;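 active = inhibition above the batch mean plus 3 SD, with images confirmed as a hit by eye, cut at about 37% in these data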;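 note: 0% = TNF-stimulated DMSO wells and 100% = unstimulated control wells; not every result past the cut was called active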
# cytoskel mod: alters cytoskeleton assembly in HUVEC cells; hit rate 0.18% among 91,000; HUVEC TNFa F-actin phalloidin imaging, high content; AID 836; inhibition, % at 2 µM;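 active = inhibition above the batch mean plus 3 SD and confirmed as a hit by visual image inspection, cut at about 30% in these data, passing the limit was not always enough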; note: strong numbers were not always called active
# ERb coact inh: ER-beta (human) coactivator binding inhibition; Q92731; TR-FRET ER-beta LBD / SRC1-Cy5 peptide binding; receptor agonist-loaded with 1 µM estradiol; inhibition, % at 25.6 µM; hit rate 1.3% among 86,000; AID 633;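 active = compounds whose percent inhibition of the receptor-coactivator binding signal exceeds about 50% in the single-dose screen, limit read from the data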;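 note: 0% = receptor plus peptide wells without compound and 100% = peptide-only wells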
# Candida biofilm: kills Candida albicans biofilms | inhibition, % at 6 µM | hit rate 0.14% among 85,000 | C. albicans biofilm + clotrimazole, Alamar Blue | AID 834;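 active = inhibition above 20%; inactive = inhibition below 20%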;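 note: preformed 24 hr biofilms exposed to compound for 48 hr; 0% = biofilm without compound and 100% = blank killed by clotrimazole plus chlorhexidine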
# TNFa cytotox: toxic to HUVEC cells under TNF alpha stimulation; HUVEC TNFalpha-stimulated, Hoechst cell count, imaging; cell count reduction, % at 2 µM; hit rate 0.17% among 93,000;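 active = cell count reduction exceeding the screen mean by over 5 SD, scaled to untreated wells per plate, cut at about 78% in these data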;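 note: cells counted after 24 h of TNF alpha exposure following the 1 h pretreatment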
# Smad3 FoxH1 inh: inhibitors of human Smad3 transcription factor binding; TR-FRET Smad3/Dy647-FoxH1 peptide binding, europium anti-His; inhibition, % at 25 µM; hit rate 0.29% among 88,000;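 active = compounds that reduce the energy-transfer binding signal between the protein and its labelled peptide by more than half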;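 note: 0% = Smad3 plus labelled peptide maximal FRET and 100% = peptide-only background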
# Target sequence (P84022 whole entry, looked up): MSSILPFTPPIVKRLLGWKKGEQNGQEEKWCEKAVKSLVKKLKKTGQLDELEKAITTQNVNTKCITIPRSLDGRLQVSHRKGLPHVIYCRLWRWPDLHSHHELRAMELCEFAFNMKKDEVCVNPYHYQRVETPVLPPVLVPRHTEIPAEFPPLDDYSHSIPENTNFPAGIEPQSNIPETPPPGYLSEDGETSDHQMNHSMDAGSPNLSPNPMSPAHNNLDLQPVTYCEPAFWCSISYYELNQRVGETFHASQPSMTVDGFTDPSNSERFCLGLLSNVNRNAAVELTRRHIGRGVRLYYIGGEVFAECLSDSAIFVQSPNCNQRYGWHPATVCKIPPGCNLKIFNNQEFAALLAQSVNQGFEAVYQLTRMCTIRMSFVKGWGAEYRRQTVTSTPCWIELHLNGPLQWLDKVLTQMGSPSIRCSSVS
# IL1B cytotox: HUVEC cytotoxicity counter-screen, IL-1B stimulated | HUVEC cell count loss, Hoechst imaging | cell count reduction, % at 2 µM | hit rate 0.41% among 94,000 | AID 845;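 active = cell count reduction more than 3 SD above the screen-wide mean, cut at about 70% in these data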;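 note: normalized per plate to untreated control cells as the no-loss baseline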
# sEH activator: soluble epoxide hydrolase (human) activation; P34913; purified human sEH enzymatic activity, activator screen; activation, % at 2 µM; hit rate 0.04% among 91,000; in the data active = activation above about 37%; note: values of inactives mirror those of a sister screen read the other way
# Target sequence (P34913 whole entry, looked up): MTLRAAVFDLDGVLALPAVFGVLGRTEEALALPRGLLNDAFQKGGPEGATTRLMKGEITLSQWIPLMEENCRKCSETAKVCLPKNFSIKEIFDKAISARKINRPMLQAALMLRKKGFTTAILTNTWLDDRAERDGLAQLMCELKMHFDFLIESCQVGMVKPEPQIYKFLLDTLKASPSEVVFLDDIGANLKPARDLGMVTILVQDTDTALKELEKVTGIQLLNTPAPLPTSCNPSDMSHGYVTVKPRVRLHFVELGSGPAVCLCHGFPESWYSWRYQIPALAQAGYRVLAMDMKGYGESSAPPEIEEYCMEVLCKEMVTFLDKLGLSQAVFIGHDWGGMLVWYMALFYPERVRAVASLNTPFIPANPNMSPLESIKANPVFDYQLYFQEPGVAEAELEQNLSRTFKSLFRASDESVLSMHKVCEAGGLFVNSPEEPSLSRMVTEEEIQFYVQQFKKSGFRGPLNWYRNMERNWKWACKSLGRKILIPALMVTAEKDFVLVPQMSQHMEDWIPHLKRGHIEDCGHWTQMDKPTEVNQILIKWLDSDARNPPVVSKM
# sEH inh: soluble epoxide hydrolase (human) inhibition; P34913; recombinant human sEH enzymatic activity assay; inhibition, % at 2 µM; hit rate 0.34% among 91,000; AID 707; in the data active = inhibition above about 80%; note: values of inactives mirror those of a sister screen read the other way; many of its hits are not listed in these tables
# * = called active by the depositor; x = not tested or not shown; [ ] = another dose, or the depositor's remark. This is a subset (hit frequency here may not be typical).
SMILES,VCAM1 TNFa inh,cytoskel mod,ERb coact inh,Candida biofilm,TNFa cytotox,Smad3 FoxH1 inh,IL1B cytotox,sEH activator,sEH inh
CC(C)NC(=O)c1cc2c(C(F)(F)F)nn(C)c2s1,-11,28,x,x,20,x,10,-7,5
O=C(CN1CCC(O)(c2ccc(F)cc2)CC1)NCc1ccc(F)cc1,14,-8,21,9,-17,-1,-14,-11,9
Cc1[nH]nc2c1C(C(C)C)C(C#N)=C(N)O2 (stereo unspecified),10,-29,-1[fluorescence artefact?],6,-11,6[fluorescence artefact?],-34,0,-1
CCc1ccccc1N(CC(=O)N1CCN(c2ccccc2)CC1)S(C)(=O)=O,0,-4,3[fluorescence artefact?],8,-19,11,11,-8,8
O=C(NCc1ccc(F)cc1)c1cc(-c2ccco2)on1,-15,-2,-2,11,x,-2,3,-9,13
O=C(NCc1ccco1)c1ccccc1F,-1,x,32,0,-4,-4,2,-9,6
COc1ccc(N=C(C)C2=C(O)CSC2=O)cc1,6,3,-7,7,-37,15,26,16,-23
COc1cc(OC)cc(-c2nnc(SCC(=O)N3CCCc4ccccc43)o2)c1,7,-5,-6,7,-19,0,-22,-1,2
CCCCCC(=O)Nc1nc(C)c(-c2csc(Nc3cc(Cl)ccc3OC)n2)s1,16,-16,x,x,-3,x,-18,-18,19
CCN(CC)S(=O)(=O)c1ccc2c(c1)nc(SCC(=O)NC1CC1)n2-c1ccccc1OC,x,x,-5,-1,x,-4,-4,-21,20
O=C(Cn1cnc2ccccc2c1=O)c1c[nH]c2ccccc12,-15,-32,-2,9,-21,7,16,-2,3
Cn1c(=O)[nH]c(=O)c2c1nc(NCCc1ccccc1)n2CC(O)COc1ccccc1 (stereo unspecified),10,12,-1,-10,-30,11[fluorescence artefact?],4,-5,4
Cc1ccc(S(=O)(=O)N(CC(=O)N2CCN(c3ccccc3F)CC2)C2CCCCC2)cc1,14,-16,5,5,2,3,3,-9,9
COc1ccc(C=NCCC2(O)CC(C)N(C)CC2C)cc1 (stereo unspecified),2,-2,-13,7,2,-7,-7,-3,3
O=C(CSc1nnc(Cc2cccs2)n1Cc1ccco1)Nc1ccc(Br)cc1,14,-19,2,4,3,0,2,-33,33
Cc1cc(C(F)(F)F)c(C#N)c(SCC(=O)NC2CC2)n1,6,-8,-9,3,-15,4,7,x,x
Cc1nn(-c2ccccc2)c2sc(C(=O)N(CC(=O)NC(C)(C)C)Cc3ccco3)cc12,-19,-35,0,5,9,-11,22,0,0
Cc1cc(C)c(S(=O)(=O)NCc2ccc3c(c2)cc(C)n3C)c(C)c1,6,0,12[fluorescence artefact?],13,-22,-4,6,10,-11
COc1ccc(S(=O)(=O)NCc2csc(-c3cccnc3)n2)cc1,-1,-3,5,10,-23,-3,2,20,-21
Cn1c(=O)c2c(n(C)c1=O)=NC1(CCCCC1)ON=2,-6,20,2[fluorescence artefact?],7,-12,3,20,7,-6
Cc1noc(C)c1COC(=O)CCc1nc2ccccc2s1,0,-17,0,7,-15,9,4,-3,3
CC1CCN(S(=O)(=O)c2ccc(S(=O)(=O)NCc3ccccc3)cc2)CC1,11,-21,4[fluorescence artefact?],2,3,4,-3,1,-1
O=C1c2ccncc2C(=O)N1Cc1cccc(Cl)c1,5,x,-2,8,11,9,-4,6,-9
COc1ccc(NC(=S)N2CCC(C(=O)N3CCCCCC3)CC2)cc1,1,29,x,x,-4,x,17,3,-2
CC(C)C(=O)Nc1cccc(NC(=O)c2cccnc2)c1,-2,2,-9,9,-12,4,-18,-6,4

# 2 compounds picked at random from those above, as already listed:
SMILES,VCAM1 TNFa inh,cytoskel mod,ERb coact inh,Candida biofilm,TNFa cytotox,Smad3 FoxH1 inh,IL1B cytotox,sEH activator,sEH inh
O=C(Cn1cnc2ccccc2c1=O)c1c[nH]c2ccccc12,-15,-32,-2,9,-21,7,16,-2,3
COc1ccc(S(=O)(=O)NCc2csc(-c3cccnc3)n2)cc1,-1,-3,5,10,-23,-3,2,20,-21

# Additional compounds follow:
SMILES,VCAM1 TNFa inh,cytoskel mod,ERb coact inh,Candida biofilm,TNFa cytotox,Smad3 FoxH1 inh,IL1B cytotox,sEH activator,sEH inh
Nc1nc2ccccc2n1CCN1CCCC1,-3,-4,-12,7,-25,4,-31,1,2
O=C(Nc1ccc2ccccc2c1)Nc1ccc2snnc2c1,-2,6,-3,-1,-7,10,0,-74,73
COC(=O)CN1CCN(C(=O)c2ccc(F)cc2)c2ccccc2C1,14,-13,-8,5,4,3,-31,16,-15
O=C(CSc1ncn(-c2ccccc2)n1)Nc1nccs1,1,-5,-12,-1,-16,9,-6,3,-6
CCn1c(SCC(=O)c2ccccc2)nnc1-c1cnccn1,13,-9,x,x,x,x,0,-9,7
CC1CCC(C(=O)NC(C(=O)NCc2ccccn2)C(C)C)CC1 (stereo unspecified),-1,-13,-4[fluorescence artefact?],x,-11,-4,2,6,-8
Cc1ccc(N(CC(=O)Nc2cc(C)cc(C)c2)S(=O)(=O)c2cccc3nonc23)cc1,-4,x,6[fluorescence artefact?],0,-37,11,2,-3,3
CC1CN(C(=O)c2ccccc2C(=O)c2ncc[nH]2)CC(C)O1 (stereo unspecified),x,x,-7,3,x,6,x,3,-2
CCOc1ccc(OCC)c(NC(=O)CNS(=O)(=O)c2cccs2)c1,66,-18,x,x,66,x,8,5,-5
CN(C)c1ccc(NC(=O)c2cc3c(=O)n4ccccc4nc3n2C)cc1,-10,-16,93*[fluorescence artefact?],-6,4,1,9,23,-24
COc1ccc(Br)cc1/C=C/C(=O)Nc1c(C)cccc1C,3,-5,x,x,8,x,-15,-4,5
Cc1ccc(NC(=O)/C(=C/c2cccc([N+](=O)[O-])c2)NC(=O)C2CCCCC2)c(C)c1,10,-4,28[fluorescence artefact?],6,-24,-5,2,8,-8
O=C(NCc1ccccc1)C1CC2CCCC(C1)C2=O (stereo unspecified),4,4,-10[fluorescence artefact?],6,-14,10[fluorescence artefact?],-20,-4,6
OCCNc1ncnc2c1c(-c1ccccc1)c(-c1ccccc1)n2Cc1ccco1,-3,-2,x,x,-17,x,6,-11,9
Cc1ccc(N=C2CCCN2Cc2ccccc2)c(C#N)c1,19,-60,-3,11,13,2,-25,6,-2
CNc1nnc(-c2cccc(N(C)C)c2)s1,24,-7,4,3,-27,7,-7,-3,1
O=C(Nc1ccccc1)N(C1=NCCCCS1)c1ccccc1,20,-10,-3,5,62,-5,12,8,-12
O=C(c1ccc(N2CCCCC2)c([N+](=O)[O-])c1)N(Cc1ccccc1)c1ccccn1,27,2,x,x,12,x,24,9,-9
COc1ccc(-c2noc(CCC(=O)Nc3cc(OC)ccc3OC)n2)cc1,14,-12,-1,9,-8,13,-15,-1,1
COc1cccc(NC(=S)NN2CCN(C)CC2)c1,-8,-9,x,x,-27,x,-17,2,-3
COc1ccc(CCNC(=O)NC2CCCCC2)cc1OC,41,21,-7,3,24,4,-13,-63,64
Cc1c(NC(=O)c2cccc(NC(=O)c3ccco3)c2)cccc1C(=O)O,12,3,-3,2,-26,10,12,0,2
Nn1c(SCc2nc3ccccn3c2Br)nnc1-c1cccnc1,-15,10,6,6,23,1,10,-4,6
c1ccc(-c2cn3c(n2)CCc2ccc4cccnc4c2-3)cc1,13,-12,-1,11,-6,1,-11,7,-6
O=c1oc2cc(Oc3c([N+](=O)[O-])cc(C(F)(F)F)cc3[N+](=O)[O-])ccc2c2c1CCCC2,-17,-21,x,x,5,x,-87,4,-3
SMILES,VCAM1 TNFa inh,cytoskel mod,ERb coact inh,Candida biofilm,TNFa cytotox,Smad3 FoxH1 inh,IL1B cytotox,sEH activator,sEH inh
CCOc1cccc(NC(=O)CC#N)c1,-9,-1,-8,8,13,14[fluorescence artefact?],26,14,-14
O=C(Nc1ccc2ccccc2c1)c1cccnc1,4,-20,1,8,-25,8,-22,-22,23
O=C1CSC2=NCN(c3ccc4c(c3)OCO4)CN12,-18,-12,3,6,-10,-2,18,-3,4
CCOc1ccc(NC(=O)N(C2CCCCC2)C(C)c2cccnc2)cc1 (stereo unspecified),-13,2,-5[fluorescence artefact?],11,-7,4,8,9,-11
O=C(Cc1ccc(Cl)cc1)N1CCN(C(=O)c2ccco2)CC1,7,34,3,6,-30,3,-29,15,-16
COc1ccc(-n2c(=O)c3c4c(sc3n3c(C)nnc23)COC(C(C)C)C4)cc1 (stereo unspecified),14,20,-21,0,-24,0,-15,-6,10
COC(=O)c1cc2sccc2n1Cc1nc(-c2ccc(OC)cc2)oc1C,-6,16,6,-1,-15,-3,-17,-3,2
Cc1ncc(CO)c2cc(C(N)=O)c(=Nc3ccccc3)oc12,19,36*,20[fluorescence artefact?],5,-7,-9,1,-7,8
O=c1cc(-c2ccc(F)cc2)oc2ccccc12,14,4,1,12,-31,8,-20,9,-3
CCOC(=O)C(=O)/C(=C\N(C)C)c1onc(-c2c(Cl)cccc2Cl)c1C(=O)OC,4,-12,x,x,-10,x,-20,6,-4
O=C(/C=C/c1ccccc1)CC(O)(c1ccccc1)C(F)(F)F (stereo unspecified),6,-12,-2,3,-6,15,-4,-8,5
O=C(NCc1ccc2c(c1)OCO2)c1cnc2n(c1=O)CCS2,-7,-9,8[fluorescence artefact?],11,6,-10,-43,8,-8
O=c1cc(CSc2nnc(-c3cccnc3)n2-c2ccccc2F)nc2sccn12,3,-15,20,9,4,1,-18,10,-10
COc1ccc(NC(=O)C2CCCO2)cc1Cl (stereo unspecified),-8,-2,2,-3,9,-15,-23,-8,5
O=C(CN1CCc2ccccc2C1)c1cccs1,11,7,-1,4,-20,3,17,16,-16
O=c1c2ccccc2ncn1Cc1ccco1,11,-16,-1,10,10,7,24,-8,8
CCN(CC)C(=O)c1sc(NC(=O)Cc2ccccc2)c(C#N)c1C,2,6,6,5,-14,-2,6,-12,11
C=CCn1c(SCC(=O)c2ccccc2)nnc1-c1ccc2c(c1)OCO2,3,17,37[fluorescence artefact?],12,-16,-6,-12,-7,8
Cc1nnsc1NC(=O)OCc1ccccc1Cl,-3,24,x,x,-34,x,-46,-14,12
O=C(COc1ccc(Cl)cc1)N1CCN(S(=O)(=O)c2ccccc2)CC1,8,-17,-3,6,8,-6,-5,-3,5
CCOC(=O)c1[nH]c(=O)[nH]c1CSc1ccccn1,18,23,-1[fluorescence artefact?],4,-13,6,3,-11,11
COc1ccc(/C=C/c2ccncc2)cc1,2,14,-9,3,-20,-5,-25,4,-1
CC1Cc2ccccc2N1C(=O)c1ccnc(C(C)(C)C)c1 (stereo unspecified),6,3,-2,4,-26,7,-1,8,-8
Cc1ccc2nc(-c3ccc(NC(=O)CN4CCN(C(=O)c5ccco5)CC4)cc3)sc2c1,-7,26,33,7,-21,4,-37,-20,19
c1ccc2c(c1)CCCn1nnnc1-2,9,-43,-18[fluorescence artefact?],5,-13,2,-47,-3,2
O=C1c2ccccc2S(=O)(=O)N1Cc1nnc(-c2ccccc2Br)o1,-11,22,17,3,0,3,-11,8,-4
CCOc1cc(NC(=O)c2cccs2)c(OCC)cc1NC(=O)c1ccco1,17,3,65*,7,-4,-6,1,8,-9
Oc1cc2c(cc1CN1CCN(c3cccc(C(F)(F)F)c3)CC1)CCC2,3,18,-3,6,-14,6,-3,-2,5
CCOC(=O)N1CCN(S(=O)(=O)c2ccc(OCC(=O)OC)c(C)c2)CC1,-3,-22,0,10,7,4,-1,8,-11

# Single entries from the results shown.
# Entry for c1ccc2c(c1)CCCn1nnnc1-2 in Smad3 FoxH1 inh: 2
# Entry for O=C(Cc1ccc(Cl)cc1)N1CCN(C(=O)c2ccco2)CC1 in Smad3 FoxH1 inh: 3
# Entry for CC1Cc2ccccc2N1C(=O)c1ccnc(C(C)(C)C)c1 (stereo unspecified) in IL1B cytotox: -1
# Entry for O=C(COc1ccc(Cl)cc1)N1CCN(S(=O)(=O)c2ccccc2)CC1 in TNFa cytotox: 8
# Entry for COC(=O)c1cc2sccc2n1Cc1nc(-c2ccc(OC)cc2)oc1C in sEH inh: 2
# Entry for O=c1cc(CSc2nnc(-c3cccnc3)n2-c2ccccc2F)nc2sccn12 in Smad3 FoxH1 inh: 1
